# DT40 TDP1 no CPT – qHTS for Inhibitors of human tyrosyl-DNA phosphodiesterase 1 (TDP1): qHTS in cells in absence of CPT; DT40 Tdp1-/- hTDP1 cells, no CPT, ATP luminescence, 48 h; Potency, µM (top dose mostly 46.2 µM), inactives show top-dose activity change, negative = growth inhibition, hits mostly inhibitors; 420,000 tested, 15% active; further: nearly all actives have a fitted effect of over 55% in size
#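 Cells were dispensed at 400 per well, compounds added by pin tool, plates incubated ≥48 hr at 37 °C, then CellTiter-Glo added for 30 min at room temperature before luminescence reading. Line: DT40 Tdp1-/- complemented with hTDP1; camptothecin omitted.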
# TDP1 cell CPT – DT40-hTDP1 cell growth loss with CPT; chicken DT40 Tdp1-/-;hTDP1 cells + 20 nM CPT, ATP luminescence, 48 h; Potency, µM (series often up to 46.2 µM), inactives show top-dose activity change, negative = growth inhibition, most hits filed as inhibitors; 420,000 tested, 12% active; AID 686979; further: nearly all actives have a fitted effect of over 55% in size
#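 Chicken DT40 Tdp1-/- cells stably complemented with human TDP1 were seeded at 400 cells/well in medium containing 20 nM camptothecin, exposed to pin-transferred compounds, and grown at 37 °C for at least 48 hr. Viability was read as ATP luminescence.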
# KAT2A inh – blocks human GCN5L2 histone acetyltransferase | Q92830 | GCN5L2 HAT assay, ThioGlo1 CoA-SH fluorescence | Potency, µM (titrated, usually from 58.9 µM), for the others: at the top dose activity change, negative = inhibition, usual class: inhibitors | 390,000 tested, 0.21% active | AID 504327
# Target sequence (Q92830 whole entry, looked up): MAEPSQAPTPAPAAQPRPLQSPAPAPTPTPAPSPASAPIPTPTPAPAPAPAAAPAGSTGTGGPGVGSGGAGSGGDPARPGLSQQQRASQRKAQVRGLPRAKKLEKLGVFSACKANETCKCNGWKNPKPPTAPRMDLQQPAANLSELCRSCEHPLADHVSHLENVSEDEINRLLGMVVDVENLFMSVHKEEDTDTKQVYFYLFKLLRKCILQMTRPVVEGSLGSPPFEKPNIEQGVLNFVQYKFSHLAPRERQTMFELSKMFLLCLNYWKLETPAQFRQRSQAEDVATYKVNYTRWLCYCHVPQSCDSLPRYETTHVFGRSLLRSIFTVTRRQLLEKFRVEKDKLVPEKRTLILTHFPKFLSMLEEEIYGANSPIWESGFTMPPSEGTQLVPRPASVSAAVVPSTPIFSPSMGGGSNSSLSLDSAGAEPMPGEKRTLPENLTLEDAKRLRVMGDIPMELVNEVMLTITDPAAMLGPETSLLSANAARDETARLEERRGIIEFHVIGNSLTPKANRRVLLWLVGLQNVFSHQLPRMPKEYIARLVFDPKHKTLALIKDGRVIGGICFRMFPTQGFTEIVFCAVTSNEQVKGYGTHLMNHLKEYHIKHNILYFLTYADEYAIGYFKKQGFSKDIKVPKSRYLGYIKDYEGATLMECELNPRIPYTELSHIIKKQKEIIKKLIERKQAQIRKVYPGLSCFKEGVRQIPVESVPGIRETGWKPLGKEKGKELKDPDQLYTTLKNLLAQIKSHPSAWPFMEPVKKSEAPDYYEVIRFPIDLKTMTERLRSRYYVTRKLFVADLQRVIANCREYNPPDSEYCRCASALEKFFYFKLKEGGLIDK
#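 Fluorescence readout, Ex340nm/Em540nm: ThioGlo1 (50uM final) reacts with free CoA thiol released as 20nM GCN5L2 acetylates H3(1-25) peptide (75uM) using acetyl-CoA (70uM). Compound and enzyme sat 15 min beforehand; 20 min room-temperature reaction.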
# The depositor's hits bear a star; ? = inconclusive; / = no result given; & = joins results of further samples; [ ] = dose if it differs, or a comment. The call rests on the fitted dose curve; in most records, active means well fitted curve in the direction sought with a large enough effect; inconclusive means small, poorly fitted or top-dose-only effect, or another doubt; inactive means no such curve, though single readings can be large; an effect the other way counts as inactive or inconclusive. On the % scale 0 is the no-effect control and ±100 the full control effect; potency means the concentration at half of the fitted maximal effect.
SMILES,DT40 TDP1 no CPT,TDP1 cell CPT,KAT2A inh
Cc1ccc(S(=O)(=O)NNC(=O)Nc2cccc3ccccc23)cc1,-108%,-11%,-10%
COc1ccc(COCC(O)CN2CCC(CN3C(=O)c4cccc5cccc(c45)C3=O)CC2)cc1OC (stereo unspecified),21µM*,?,3%
COC(=O)c1ccc(Cn2c(O)c(N=O)c3ccccc32)o1,-8%,-3%,-6%
O=C(CSc1ccccc1F)NNC(=O)c1cncc(Br)c1,13%,-1%,-1%
Cc1nn(CC(=O)N(C)C2CCS(=O)(=O)C2)c(C)c1S(=O)(=O)N(C)C (stereo unspecified),16%,-5%,-3%
O=C(NCCCn1ccnc1)C(=O)NCC(c1ccco1)N1CCN(c2ccccc2)CC1 (stereo unspecified),17%,-6%,-14%
CCn1c(SCC(=O)Nc2cccc(OC)c2)nc2ccccc2c1=O,?,?,5%
Cc1nc2ccccn2c1/C(O)=C1\C(=O)C(=O)N(CCN2CCOCC2)C1c1ccncc1 (stereo unspecified),5%,-1%,1%
COc1ccc(Nc2cc(Cl)ccc2C(=O)O)cn1,20%,-3%,51%[activator]
CCOc1ccc(C(CCc2ccccc2)NC(=O)c2ccccc2F)cc1OCC (stereo unspecified),?,35µM*,1%
CC(=O)c1c(N2CCOCC2)nc2ccc(Cl)cc2c1-c1ccccc1,-27%,-18%,-6%
O=C(CN1CCCN(S(=O)(=O)c2ccc(F)cc2)CC1)Nc1c(Cl)cccc1Cl,?,-26%,-1%
COc1ccc(CC(=O)NC(c2ccccc2)c2ccccc2)cc1S(=O)(=O)N1CCOCC1,-21%,?,-2%
COc1ccc2c(c1OC)C(=O)OC2Nc1nc(-c2cc3cc([N+](=O)[O-])ccc3oc2=O)cs1 (stereo unspecified),-19%,-10%,22%
O=C(CSc1nc(-c2cccs2)cc(C(F)(F)F)n1)NCc1ccccc1,23µM*,?,-3%
Cc1ccc([N+](=O)[O-])cc1S(=O)(=O)NCCc1c(C)[nH]c2ccccc12,-6%,1%,-4%
CC1CN(C(=O)CCC(=O)NCc2ccccc2Cl)c2ccccc2S1 (stereo unspecified),-20%,-26%,0%
Cc1ccc(/C=N/N=C/c2ccc(C)s2)s1,?,?,-7%
Cc1ccc(-c2c(C(=O)N3CCN(c4cc(Cl)ccc4C)CC3)oc(=O)c3ccccc23)cc1,?,?,-2%
O=C(NCc1ccccc1F)Nc1nnc([C@H]2C[C@H](O)[C@@H](CO)O2)s1,?,?,/
O=C(NC1CCCCC1)C(c1ccccc1F)N(C(=O)c1csnn1)C1CCCC1 (stereo unspecified),?,?,0%
COc1ccc(C2(C)NC(=O)N(CC(=O)c3cc(C)n(C4CC4)c3C)C2=O)cc1OC (stereo unspecified),13µM*,18µM*,1%
CC(=O)Nc1sc(-c2ccc(Cl)cc2)nc1-c1ccccc1,-1%,1%,36%[activator]
CC1CCN(CCCNC(=O)CN2C(=O)CSc3ccc(S(=O)(=O)N4CCCCC4)cc32)CC1,3%&-12%,-10%&-21%,-6%&1%
CCOC(=O)c1ccccc1NC(=O)COC(=O)Cc1ccccc1F,-8%,7%,-12%
CCN(CC)C(=O)CC(c1ccc2c(c1)OCO2)c1c(OC)cc(OC)c2c(-c3ccccc3)cc(=O)oc12 (stereo unspecified),?,?,-5%
CCCC(=O)NC(=S)Nc1ccccc1F,-17%,2%,-9%
O=C(Nc1ccc(F)cc1F)c1cc(Cl)sc1Cl,-21%,-3%,2%
CCOC(=O)c1cc(NC(=O)Nc2nccs2)c(C)nc1C,-6%,-9%,-2%
O=C(C1CCCN(S(=O)(=O)c2cccc3nonc23)C1)N1CCN(c2cccc(Cl)c2)CC1 (stereo unspecified),23µM*,16µM*,-12%&-6%
CSc1ccc(CNC(=O)C2Cc3cc(S(=O)(=O)N4CCCCC4)ccc3N2C(C)=O)cc1 (stereo unspecified),?,?,-3%
O=C(NCCOc1ccc(F)cc1)C1CCC(=O)N(CCCN2CCCC2=O)C1 (stereo unspecified),35%[activator],2%,0%
Cc1sc2ncnc(OCC(=O)N3CC(=O)Nc4ccccc43)c2c1C,-10%,3%,0%
C=CCNc1nc(Cl)nc(Nc2ccc(OC)cc2)n1,-16%,-19%,-17%
COc1ccc(N2C(=O)CC(NCCNc3ccc([N+](=O)[O-])cn3)C2=O)cc1 (stereo unspecified),2%,-2%,-9%
O=C(O)C(c1ccccc1)N1CCCC1 (stereo unspecified),-1%,-3%,0%
Cn1c2ccccc2c(=O)c2c(=O)n(C3CCCCC3)c(-c3cccs3)nc21,?,?,-1%
O=S(=O)(c1ccccc1)N(CC(O)CN1CCCCC1)c1ccccc1 (stereo unspecified),-23%,-2%,-9%
CC1CCN(CCNC(=O)CCS(=O)(=O)c2ccc(Br)cc2)CC1,-18%,2%,0%
COc1ccc(C2=CC(=O)C[C@H](CN3C(=O)c4ccccc4C3=O)N(C(=O)OC(C)(C)C)O2)cc1,?,?,/
CCOC(=O)C1=C(C)OC2(O)c3ccccc3C(=O)C12O (stereo unspecified),21µM*,?,-4%
Cc1cccc(C(=O)Nc2scc(-c3ccc(Br)cc3)c2C(=O)O)c1,?,?,/
COC(=O)c1sc(S(=O)(=O)N2CCN(c3ccccc3)CC2)c(C(=O)OC)c1C,?,-17%,-1%
Cc1ccccc1-c1nc(C(N)=O)c2c(n1)n(-c1ccc3c(c1)OCO3)c(=O)n2C,?,?,1%
O=C(Nc1ccc(Cl)cc1Cl)Nn1cnnc1,5%,3%,1%
Cc1cc(C)cc(C(=O)OCC(=O)Nc2cccc(S(=O)(=O)NC3=NCCCCC3)c2)c1,?,?,0%
COc1cccc2cc(-c3nnc(SCC(=O)Nc4nc(C)cs4)n3C)oc12,?,?,-4%
Cc1cc(NC(=O)COC(=O)c2ccc(S(=O)(=O)N3CCCc4ccccc43)cc2)no1,3.3µM*,3.7µM*,-15%
CCc1cc(=O)oc2c(C)c(OCC(=O)NCCCN3CCCC3=O)ccc12,4%,-3%,-4%
O=C(NCc1cccc(F)c1)C1CCN(C(=O)c2sccc2-n2cccc2)CC1,-25%&-24%,?,0%&-1%
CN(C)C(=O)C1OC(C)(C)OC1C(=O)N(C)C (stereo unspecified),12%,5%,-6%
CCc1ccc(N2CC(O)=C(c3nc4ccccc4c(=O)[nH]3)C2=N)cc1,15µM*,?,4%
CC(C)CCNC(=O)c1c[nH]c2ccc(S(=O)(=O)N3CCC4(CC3)OCCO4)cc2c1=O,?,?,-3%
Cc1nn(-c2ccccc2C(=O)O)c(=O)c2ccccc12,0%,7%,-2%
Cc1ccc(F)cc1NC(=O)N1CCCN(c2ccc(C(F)(F)F)cn2)CC1,?,-23%,3%
COc1ccc(CCNC(=O)c2cc(-c3ccc(C)cc3O)n[nH]2)cc1OC,21µM*,?,-3%
O=C(NCc1ccccc1)C1(C(F)(F)F)C/C(=C\CCO)CCCO1 (stereo unspecified),13%,11%,/
CCOC(=O)Cn1c(C(=O)OCC)cc2sccc21,-14%,-9%,-12%
Cc1nc2ccc(S(=O)(=O)NC(C(=O)NCc3ccco3)C(C)C)cc2s1 (stereo unspecified),-9%,-10%,1%
CCC1Oc2ccccc2N(CC(=O)NCCCN2CCN(CC)CC2)C1=O (stereo unspecified),10%,-3%,-2%

# Results in DT40 TDP1 no CPT and KAT2A inh (six entries from above):
SMILES,DT40 TDP1 no CPT,KAT2A inh
O=C(Nc1ccc(Cl)cc1Cl)Nn1cnnc1,5%,1%
Cc1cc(C)cc(C(=O)OCC(=O)Nc2cccc(S(=O)(=O)NC3=NCCCCC3)c2)c1,?,0%
COc1cccc2cc(-c3nnc(SCC(=O)Nc4nc(C)cs4)n3C)oc12,?,-4%
Cc1cc(NC(=O)COC(=O)c2ccc(S(=O)(=O)N3CCCc4ccccc43)cc2)no1,3.3µM*,-15%
CCc1cc(=O)oc2c(C)c(OCC(=O)NCCCN3CCCC3=O)ccc12,4%,-4%
O=C(NCc1cccc(F)c1)C1CCN(C(=O)c2sccc2-n2cccc2)CC1,-25%&-24%,0%&-1%

# One compound at a time (already shown). Order of screens: DT40 TDP1 no CPT	TDP1 cell CPT	KAT2A inh
# `COc1cccc2cc(-c3nnc(SCC(=O)Nc4nc(C)cs4)n3C)oc12` in the list: ?	?	-4%
# `CN(C)C(=O)C1OC(C)(C)OC1C(=O)N(C)C` (stereo unspecified) in the list: 12%	5%	-6%

# Returning to the listing with the three entries that preceded the break.
SMILES,DT40 TDP1 no CPT,TDP1 cell CPT,KAT2A inh
CCOC(=O)Cn1c(C(=O)OCC)cc2sccc21,-14%,-9%,-12%
Cc1nc2ccc(S(=O)(=O)NC(C(=O)NCc3ccco3)C(C)C)cc2s1 (stereo unspecified),-9%,-10%,1%
CCC1Oc2ccccc2N(CC(=O)NCCCN2CCN(CC)CC2)C1=O (stereo unspecified),10%,-3%,-2%
COCCCNC(=O)CC(c1cc(OC)c(OC)c(OC)c1)N1Cc2ccccc2C1=O (stereo unspecified),7%,0%,3%
COc1ccc(S(=O)(=O)NCC2CCC(C(=O)NCc3ccco3)CC2)cc1 (stereo unspecified),?,?,-3%
CCOC(=O)C(C(=O)Nc1nccs1)C1CCCCC1 (stereo unspecified),-20%,-4%,-1%
Nc1nc2nonc2nc1N1CCCCC1,-30%,-8%,-6%
O=C(CCN1C(=O)c2ccccc2C1=O)C1=NN[C@@H]2C(=O)N(c3ccc4c(c3)OCO4)C(=O)[C@H]12,-4%,-10%,2%
CCN(CC)S(=O)(=O)c1cccc(NC(=O)CN(C)Cc2cccc(OC)c2)c1,23µM*,?,0%
Cc1c(C(=O)NCc2ccc(F)cc2)sc2ncnc(NCC3CCCO3)c12 (stereo unspecified),-14%,-13%[9.04 µM],/
Cc1nc(NC(=O)c2ccco2)sc1-c1csc(Nc2ccc(Cl)cc2Cl)n1,15µM*,23µM*,-20%
O=C(CNC(=O)c1ccccc1)NCCc1nc2ccccc2[nH]1,8%,4%,-7%
Cc1ccc2[nH]c(=O)c(CN(CCCO)Cc3nnnn3Cc3ccco3)cc2c1,?,?,/
Cc1cccc(N=C2NC(=O)CS2)c1,0%,-13%,-5%
COc1cc(NC(=O)N2CCC(CN3CCCCCC3)CC2)cc(OC)c1OC,-2%,2%,4%
O=c1c2cc(NC(=S)NCc3cccnc3)ccc2nc2n1CCCCC2,-14%,-20%,-13%
Cc1cc(NC(=O)CN2CCOCC2)n(-c2nc3ccccc3s2)n1,21µM*,15µM*,/
COc1cc2cc(CCOC(=O)CCCC(=O)O)oc(=O)c2cc1OC,12%,-5%,-1%
CC(=O)c1cccc(NC(=O)CN2CCc3cc4c(cc3C2)OCCCO4)c1,?,?,0%
CC1CCN(S(=O)(=O)c2ccc3ncn(CC(=O)N(C)Cc4ccccc4)c(=O)c3c2)CC1,-11%,-21%,-6%
CC(OC(=O)c1cccc(S(=O)(=O)Nc2cccc(C(F)(F)F)c2)c1)C(=O)Nc1ccc2c(c1)OCCO2 (stereo unspecified),16µM*,-22%,2%
CC1Sc2ccc(S(=O)(=O)CCC(=O)NCc3cccs3)cc2NC1=O (stereo unspecified),0%,-30%,2%
CCn1c(SCC(=O)Nc2nncs2)nnc1C(C)NC(=O)c1ccccc1Br (stereo unspecified),-22%,4%,-3%
CCOC(=O)N1CCN(C(=O)c2ccc(NS(=O)(=O)c3ccc(F)cc3)cc2)CC1,-19%,-30%,4%
COc1cccc(/C=C/C(=O)OCC(=O)NCCNC(=O)COC(=O)/C=C/c2cccc(OC)c2)c1,?,?,-3%
CCOc1ccc(CC(=O)NCCS(=O)(=O)N2CCN(c3ccc(OC)cc3)CC2)cc1,-30%,-25%,-6%
COc1ccc(NC(=O)Cn2c(=O)n(CCCC(=O)NCc3ccccc3OC)c(=O)c3ccccc32)cc1Cl,-21%,?,6%
Cc1ccc(-c2nc(CSCC(=O)N3CCN(c4ccccn4)CC3)c(C)o2)cc1,21µM*,18µM*,-7%
CCCc1ccc(Oc2coc3cc(OCC(=O)Nc4ccccc4C)ccc3c2=O)cc1,-10%,2%,8%
COc1cccc(C(=O)N2CCN(Cc3nc(CC4CC4)no3)CC2)c1,4%,-22%,3%
CCCCOC(=O)Nc1nnc(C(C)C)s1,?,-14%,0%
COc1ccc(CCNc2ccncn2)cc1OC,-26%,-25%,-5%
Cc1ccc(-c2c(CN3CCN(c4cccc(C)c4C)CC3)csc2C)cc1,21µM*,15µM*,-2%
O=C(Cn1nnc(-c2ccccc2F)n1)N1CCCCC1,15%,-10%,?
Cc1oc(-c2ccccc2)cc1C(=O)Nc1ccccc1,-29%,-20%,-4%
CC(OC(=O)Cc1c[nH]c2ccccc12)C(=O)Nc1ccc(S(N)(=O)=O)cc1 (stereo unspecified),3%,-10%,-4%
COc1cc(=O)[nH]c(=O)n1CC(=O)c1ccccc1,-20%,-9%,-3%
CCCOc1ccc(C2C3=C(CCCC3=O)N(CC(=O)O)C3=C2C(=O)CCC3)cc1OCC,-8%,-21%,-7%

# High-throughput results from PubChem BioAssay.
